High-throughput results deposited in PubChem BioAssay by National Center for Advancing Translational Sciences (NCATS).
Lipid storage S3 = qHTS Assay for Lipid Storage Modulators in Drosophila S3 Cells; Drosophila S3 cells, BODIPY lipid droplet fluorescence, 18-24 h; cells fed with added oleic acid; Potency in µM for hits, for the others lipid storage change, negative = inhibition, % at the top dose, mostly 46.1 µM; 0.64% of 320,000 active; AID 2685, 2010; active = well fitted inhibition curve with a large enough effect in the signal ratio, with a control signal flat, not every such curve was filed as active; inconclusive = small, poorly fitted or top-dose-only effect, or effect the other way, or a change in a side signal; the % refers to the signal ratio
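Laser-scanning cytometry quantifies lipid droplet accumulation (500–530 nm total intensity; droplet/cell object ratio) in oleic acid-fed (400 uM added) Drosophila S3 cells treated with a concentration series. 20 uM Triacsin C defined 100% inhibition.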
Lipid storage S3 cell count max = further read-out of Lipid storage S3, marked with its call; cell number change, %; measured here: cell count max response;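 cells counted by Cell Tracker Red CMTPX staining in the red channel; peak over a dose series mostly up to 46.1 µM; percent activity relative to internal control wells on each plate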
* = called active by the depositor; i = inactive; u = inconclusive; x = no result given. % is set by controls: 0 for no effect and ±100 for the full control effect; potency is the fitted concentration of half-maximal effect. These rows are one share of the data. The share of hits here may be higher or lower than overall.

SMILES	Lipid storage S3	Lipid storage S3 cell count max
c1cncc(CNCCc2ccc3c(c2)OCO3)c1	u	x
CN(C)P1(N(C)C)=NC(C(F)(F)F)=NC(C(F)(F)F)=N1	u	x
CCOP(=O)(Oc1ccccc1)c1c([N+](=O)[O-])cc(C(F)(F)F)cc1[N+](=O)[O-] (stereo unspecified)	u	x
Oc1cccc2cccnc12	-15%	3
N#CC1=C(N)Oc2c(c(=O)sc3ccccc23)C1c1cccnc1 (stereo unspecified)	u	x
N[C@@H](Cc1c[nH]c2ccccc12)c1nnc(SCc2ccc(F)cc2)o1	-13%	-10
COc1ccc(-n2c(O)c(C(C)=NCCN3CCNCC3)c(=O)[nH]c2=O)cc1	-11%	-2
COC(=O)C1=C(c2ccc(F)cc2F)C[C@@H]2CC[C@H]1N2C(=O)NCCCOC(C)C	u	x
CCCNC(=O)N1[C@H]2CC[C@@H]1C(C(=O)OC)=C(c1cccc(C#N)c1)C2	u	x
Cc1ccc(-n2c(O)c(C=NCc3ccco3)c(=O)[nH]c2=S)cc1C	8%	x
C=CCn1c(O)c(C(CC)=NCc2ccco2)c(=O)[nH]c1=O	2%	20
CC(c1ccc(F)cc1)n1cc(C(=O)NCc2ccc3c(c2)OCO3)nn1 (stereo unspecified)	27%	-1
N=c1n(CCO)c2ccccc2n1Cc1ccccc1	u	x
COc1ccc(S(=O)(=O)NCc2ccc(C(=O)N3CCC4(CC3)OCCO4)cc2)cc1	u	x
Clc1ccc2sc(C3CCNCC3)nc2c1	u	x
Cc1c(N=Nc2c(O)n(Cc3ccccc3)c(=O)[nH]c2=O)c(=O)n(-c2ccccc2)n1C	u	x
CN(C)CCN(C(=O)COc1ccc(Cl)cc1)c1nc2cc3c(cc2s1)OCO3	u	x
Cc1ccccc1N1C(=O)CC(=O)N(c2ccccc2C)C1=O	-1%	7
Oc1ccc(CC2(N3CCCC3)CCCCC2)cc1	21%	10
CCN1CCN(c2ccc(N)c(C)c2)CC1	u	x

For convenience, 20 of the compounds above.
SMILES	Lipid storage S3	Lipid storage S3 cell count max
c1cncc(CNCCc2ccc3c(c2)OCO3)c1	u	x
CN(C)P1(N(C)C)=NC(C(F)(F)F)=NC(C(F)(F)F)=N1	u	x
CCOP(=O)(Oc1ccccc1)c1c([N+](=O)[O-])cc(C(F)(F)F)cc1[N+](=O)[O-] (stereo unspecified)	u	x
Oc1cccc2cccnc12	-15%	3
N#CC1=C(N)Oc2c(c(=O)sc3ccccc23)C1c1cccnc1 (stereo unspecified)	u	x
N[C@@H](Cc1c[nH]c2ccccc12)c1nnc(SCc2ccc(F)cc2)o1	-13%	-10
COc1ccc(-n2c(O)c(C(C)=NCCN3CCNCC3)c(=O)[nH]c2=O)cc1	-11%	-2
COC(=O)C1=C(c2ccc(F)cc2F)C[C@@H]2CC[C@H]1N2C(=O)NCCCOC(C)C	u	x
CCCNC(=O)N1[C@H]2CC[C@@H]1C(C(=O)OC)=C(c1cccc(C#N)c1)C2	u	x
Cc1ccc(-n2c(O)c(C=NCc3ccco3)c(=O)[nH]c2=S)cc1C	8%	x
C=CCn1c(O)c(C(CC)=NCc2ccco2)c(=O)[nH]c1=O	2%	20
CC(c1ccc(F)cc1)n1cc(C(=O)NCc2ccc3c(c2)OCO3)nn1 (stereo unspecified)	27%	-1
N=c1n(CCO)c2ccccc2n1Cc1ccccc1	u	x
COc1ccc(S(=O)(=O)NCc2ccc(C(=O)N3CCC4(CC3)OCCO4)cc2)cc1	u	x
Clc1ccc2sc(C3CCNCC3)nc2c1	u	x
Cc1c(N=Nc2c(O)n(Cc3ccccc3)c(=O)[nH]c2=O)c(=O)n(-c2ccccc2)n1C	u	x
CN(C)CCN(C(=O)COc1ccc(Cl)cc1)c1nc2cc3c(cc2s1)OCO3	u	x
Cc1ccccc1N1C(=O)CC(=O)N(c2ccccc2C)C1=O	-1%	7
Oc1ccc(CC2(N3CCCC3)CCCCC2)cc1	21%	10
CCN1CCN(c2ccc(N)c(C)c2)CC1	u	x

(listing goes on)
SMILES	Lipid storage S3	Lipid storage S3 cell count max
CN1CCN(Cc2nc3ccccc3n2C)CC1	u	x
O=c1[nH]c(=S)n(C2CC2)c(O)c1C=NCCN1CCOCC1	-5%	-17
Cc1cc(OCC(=O)N[C@H](C(=O)O)c2ccccc2)c2c3c(c(=O)oc2c1)CCC3	u	x
C#CCNc1ccncc1S(=O)(=O)NC(=O)NC(C)C	-3%	4
Cc1ccc(C2NC(=S)NC(c3ccc(C)cc3)C23C(=O)NC(=O)NC3=O)cc1 (stereo unspecified)	u	x
COc1cccc(-c2nc3ccc(N4CCN(C)CC4)cc3[nH]2)c1	u	x
COc1ccc(C2SCC(=O)Nc3c2c(=O)[nH]n3C2CCCCC2)cc1 (stereo unspecified)	u	x
CCC1(CC)C(=O)NC(=Nc2cccc(C(F)(F)F)c2)NC1=O	13%	9
C=CCN1C(=O)NC(=O)/C(=C/c2ccc(OC)c(CSc3ccccn3)c2)C1=O	u	x
CCOc1ccc(C(C)=O)cc1Cc1c(O)[nH]c(=S)[nH]c1=O	i	13
O=C1NC(=O)C(=Cc2ccccc2Oc2ccc(F)cc2)C(=O)N1	0%	1
Nc1ccc(N2CCN(Cc3ccccc3Cl)CC2)c(Cl)c1	u	x
Cc1ccc(/C=C2/C(=O)NC(=O)N(C)C2=O)cc1	-10%	-10
Cc1ccc(CN2CCCC(C(=O)c3sccc3C)C2)o1 (stereo unspecified)	-19%	-6
Cc1ccc2cccc(OC(=O)N(C)c3ccccc3)c2n1	18%	x
CC(=NCc1ccc2c(c1)OCO2)c1c(O)n(-c2ccccc2)c(=O)[nH]c1=O	-1%	17
C/C(=N\NC(=O)c1ccccc1O)c1c(O)n(C2CCCCC2)c(=O)[nH]c1=O	u	x
Nc1ncc([N+](=O)[O-])s1	u	x
CCC(C)(C)c1ccc(O)cc1	u	x
C=C1N2CCC(CC2)C1(O)c1ccc(C)cc1 (stereo unspecified)	u	x
CC(C)N1C(=O)/C(=C/C=C/c2ccco2)C(=O)N(Cc2ccco2)C1=O	-2%	-15
CCC(C)n1c(O)c(/C=N/N2CCOCC2)c(=O)[nH]c1=S (stereo unspecified)	i	-12
O=c1c2ccccc2nc(-c2ccccc2Cl)n1-c1ccc(O)cc1	12%	5
OCCNCCc1c[nH]c2ccc(OCc3ccccc3)cc12	u	x
CCOC(=O)c1c(N)n(Cc2ccc(OC)cc2)c2nc3ccccc3nc12	u	x
Cn1c(=O)cc(OCC(=O)N2CCC3(CC2)OCCO3)c2ccccc21	i	x
COc1cc(OC)c(OC)cc1CNCCc1ccc2c(c1)OCO2	i	x
COc1ccc(CNC(=O)CCC(=O)N2C[C@H]3C[C@H](C2)c2cccc(=O)n2C3)cc1	17%	11
CN1CCN(c2ccc([N+](=O)[O-])c(N/N=C3\CN4CCC3CC4)c2)CC1	8%	-10
c1cnc(N2CCNCC2)nc1	i	88
COC(=O)C1=C(c2ccc(-c3ccccc3)c(F)c2)C[C@@H]2CC[C@H]1N2C(=O)N1CCC(C)CC1	u	x
CN1C2CCC1C(COC(=O)c1ccccc1)C(O)C2 (stereo unspecified)	u	x
CC(C)CCN1CCN(Cc2c(F)cccc2Cl)CC1CCO (stereo unspecified)	-7%	-1
CC(=NC1CCN(Cc2ccccc2)CC1)c1c(O)n(C)c(=O)n(C)c1=O	29µM*	4.5*
CCN(CC)CCO	15%	-8
OC(c1ccncc1)(c1ccc(F)cc1)c1ccc(F)cc1	u	x
Cc1nn(CCC#N)c(NC(=O)c2ccc(Cl)cc2Cl)c1P(=O)(Nc1ccc([N+](=O)[O-])cc1)N1CCOCC1 (stereo unspecified)	u	x
CN1CCN(c2cc(N3CCCC3)c([N+](=O)[O-])cc2F)CC1	i	-4
COC(=O)C1=C(c2c(C)noc2C)C[C@@H]2CC[C@H]1N2C(=O)NCCOc1ccc(OC)cc1	u	x
COc1ccc(Oc2c(C)oc3cc(OC(=O)N(C)C)ccc3c2=O)cc1	4%	28
Cc1c2cnn(CC(=O)N3CCC4(CC3)OCCO4)c(=O)c2c(C)n1Cc1ccccc1Cl	i	6
Oc1ccc2ccccc2c1CN1CC=C(c2ccccc2)CC1	u	x
O=c1c2ccccc2nc(-c2ccco2)n1-c1nccs1	u	x
COC(=O)C1=C(c2ccc(OCc3ccccc3)cc2)C[C@@H]2CC[C@H]1N2C(=O)NCc1cccc(C(F)(F)F)c1	u	x
c1ccc(C2CN3CCC2CC3)cc1 (stereo unspecified)	-11%	0
COc1ccc(NC(c2ccccc2F)P(=O)(Oc2ccccc2)Oc2ccccc2)cc1 (stereo unspecified)	-5%	-7
COc1ccc(CC(C)NCCC(c2ccccc2)c2ccccc2)cc1 (stereo unspecified)	i	-4
N#Cc1ccccc1Cn1cc(C(=O)c2cccs2)c2ccccc21	u	x
COc1cccc(NP(=O)(Oc2ccc(Cl)cc2)Oc2ccc(Cl)cc2)c1	u	x
Cc1ccc(-c2nc3ccccc3c(=O)n2-c2nccs2)cc1	-15%	-17
COC(=O)C1=C(c2ccc(Cl)c(C(F)(F)F)c2)C[C@@H]2CC[C@H]1N2C(=O)NCCNC(C)=O	1%	10
COc1c2c(cc3c1OCO3)CC[N+](C)=C2	-6%	-6
O=C1/C(=C\c2ccccc2)C2OCC=C3CN4CCC56c7ccccc7N1C5C2C3CC46 (stereo unspecified)	u	x
O=[N+]([O-])c1ccc(N2CCCC2)c2ncccc12	-3%	13
CC(C)(C)NC(=O)C1CC2CCCCC2CN1 (stereo unspecified)	u	x
Cc1ccsc1C(=O)C1CCCN(Cc2cnn(C)c2)C1 (stereo unspecified)	7%	15
CCC(=NCc1ccc(F)cc1)c1c(O)n(C)c(=O)n(C)c1=O	u	x
CC/C(=N\Nc1ccccc1)c1c(O)n(-c2ccc(OC)cc2)c(=O)[nH]c1=O	-3%	-11
COc1ccc(CCC(C)NCCc2ccccc2)cc1 (stereo unspecified)	u	x
Cc1cc(OCC(=O)N[C@@H](Cc2ccccc2)C(=O)O)c2c3c(c(=O)oc2c1)CCCC3	u	x
The list goes on.
SMILES	Lipid storage S3	Lipid storage S3 cell count max
O=C1NC(=O)C(=Cc2cc3c(cc2[N+](=O)[O-])OCO3)C(=O)N1	u	x
CCn1c(C)c(C(=O)Nc2ccc(OC)cc2)c2cc(OC)ccc21	u	x
COc1ccc(C(=O)Oc2cccc3cccnc23)cc1S(=O)(=O)N1CCOCC1	18%	7
O=C(/C=C/c1ccc2c(c1)OCO2)c1c(O)n(CCC2=CCCCC2)c(=O)[nH]c1=O	0%	-4
COc1cc(N2CCOCC2)ccc1/C=C1\C(=O)NC(=O)N(Cc2ccc3c(c2)OCO3)C1=O	0%	6
Cn1c(O)c(/C=N/N2CCOCC2)c(=O)[nH]c1=S	5%	6
CN1CCCN(C(=O)COc2ccc(F)cc2F)CC1	-25%	1
C[C@]12CCC3C(CCC4=C/C(=N/OCC(=O)NC(CCC(=O)O)C(=O)O)CC[C@@]43C)C1CCC2O (stereo partly specified)	8%	x
CCC/C=N/O	u	x
O=C(C(=C1N(Cc2ccc(Cl)nc2)CCN1Cc1ccc(Cl)nc1)[N+](=O)[O-])C(Cl)Cl	-27%	-27
C/C(=N\N1CCCCCC1)c1c(O)n(-c2ccccc2)c(=O)[nH]c1=O	u	x
O=C(Nc1cccc(Cl)c1)c1c(O)c2c(n(Cc3ccccc3)c1=O)CCCC2	u	x
Oc1ccc(-[n+]2c(-c3ccccc3)cc(-c3ccccc3)cc2-c2ccccc2)cc1	u	x
CN(C)C(=O)Oc1ccc(NC(=O)N2CCOCC2)cc1	1%	12
CCCCN1C(=O)NC(=O)/C(=C/c2cnc(SC)nc2)C1=O	0%	-10
COc1cc(C)c(-c2nc(CN3C[C@@H]4C[C@@H](C3)c3cccc(=O)n3C4)c(C)o2)cc1C	10%	1
O=C(CNC1CCCCC1)N1CCC2(CC1)OCCO2	u	x
NC(N)=N/N=C/c1ccc(N(c2ccccc2)c2ccccc2)cc1	u	x
O=C1C2CCCN2C(c2ccc(Cl)cc2)N1c1ccccn1 (stereo unspecified)	0%	13
O=P(N[C@@H](c1ccccc1)[C@@H]1C[C@H]1CO)(c1ccccc1)c1ccccc1	-1%	7
O=C1C2(Cl)C3(Cl)C4(Cl)C(Cl)(Cl)C5(Cl)C3(Cl)C1(Cl)C5(Cl)C24Cl (stereo unspecified)	u	x
NNC(=O)CN1C(=O)CN=C(c2ccccc2)c2cc(Br)ccc21	u	x
